CYP2C19 inhib: blocks human cytochrome P450 2C19. P33261. 96,000 compounds, 21% hits. CYP2C19 Supersomes, luciferin-H EGE luminescence, 30 min. inhibition, % at 5 µM;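 active means CYP2C19 inhibition above a set limit at 5 µM in the primary screen, cut at about 50% in these data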;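 further: plate controls were negative control wells for no effect and 2.5 mM tranylcypromine positive control for full effect; values of inactives mirror those of a sister screen read the other way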
Target sequence (P33261 whole entry, looked up): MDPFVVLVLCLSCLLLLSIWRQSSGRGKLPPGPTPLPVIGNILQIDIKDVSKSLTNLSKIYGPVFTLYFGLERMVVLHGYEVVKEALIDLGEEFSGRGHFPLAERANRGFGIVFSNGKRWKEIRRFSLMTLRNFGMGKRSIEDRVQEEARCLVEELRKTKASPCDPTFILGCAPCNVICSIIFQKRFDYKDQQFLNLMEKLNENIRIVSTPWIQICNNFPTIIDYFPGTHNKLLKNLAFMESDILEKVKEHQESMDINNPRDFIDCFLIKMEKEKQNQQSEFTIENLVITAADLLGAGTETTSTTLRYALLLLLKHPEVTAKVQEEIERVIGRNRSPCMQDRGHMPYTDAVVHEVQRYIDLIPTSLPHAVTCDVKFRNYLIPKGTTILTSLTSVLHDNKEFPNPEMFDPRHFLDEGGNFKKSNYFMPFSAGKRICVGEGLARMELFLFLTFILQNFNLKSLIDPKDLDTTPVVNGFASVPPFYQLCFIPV
HUVEC tox IL1B: HUVEC cytotoxicity counter-screen, IL-1B stimulated; HUVEC cell count loss, Hoechst imaging; cell count reduction, % at 2 µM; 94,000 compounds, 0.41% hits; AID 845;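 active means cell count reduction more than 3 SD above the screen-wide mean, cut at about 70% in these data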;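 further: normalized per plate to untreated control cells as the no-loss baseline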
HUVEC tox TNFa: toxic to HUVEC cells under TNF alpha stimulation. HUVEC TNFalpha-stimulated, Hoechst cell count, imaging. cell count reduction, % at 2 µM. 93,000 compounds, 0.17% hits. AID 848;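 active means cell count reduction exceeding the screen mean by over 5 SD, scaled to untreated wells per plate, cut at about 78% in these data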;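 further: cells counted after 24 h of TNF alpha exposure following the 1 h pretreatment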
CYP2C19 act: increases human CYP2C19 enzyme activity; P33261; recombinant CYP2C19, luciferin-H EGE luminescence; active compounds read high; 0 = fully inhibited enzyme, 1 = untreated enzyme; activation factor at 5 µM; 96,000 tested, under 10 active; AID 1025;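 active means activation factor of at least 2 at 5 µM in the primary screen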;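 further: 0 = wells with 2.5 mM tranylcypromine and 1 = vehicle-only wells; values of inactives mirror those of a sister screen read the other way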
VCAM1 TNFa inh: reduces TNF alpha induced VCAM1 expression in HUVEC. HUVEC TNFa-induced VCAM-1 immunofluorescence, high-content imaging. AID 802. 95,000 compounds, 0.48% hits. inhibition, % at 2 µM;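 active means inhibition above the batch mean plus 3 SD, with images confirmed as a hit by eye, cut at about 37% in these data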;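 further: 0% = TNF-stimulated DMSO wells and 100% = unstimulated control wells; not every result past the cut was called active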
CYP2C9 inh: blocks human cytochrome P450 2C9. P11712. 96,000 compounds, 20% hits. CYP2C9 Supersomes, luciferin-H conversion, luminescence. inhibition, % at 5 µM. AID 777;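 active means blocking of liver enzyme CYP2C9 beyond about 50% at 5 µM, limit read from the data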; further: values of inactives mirror those of a sister screen read the other way
Target sequence (P11712 whole entry, looked up): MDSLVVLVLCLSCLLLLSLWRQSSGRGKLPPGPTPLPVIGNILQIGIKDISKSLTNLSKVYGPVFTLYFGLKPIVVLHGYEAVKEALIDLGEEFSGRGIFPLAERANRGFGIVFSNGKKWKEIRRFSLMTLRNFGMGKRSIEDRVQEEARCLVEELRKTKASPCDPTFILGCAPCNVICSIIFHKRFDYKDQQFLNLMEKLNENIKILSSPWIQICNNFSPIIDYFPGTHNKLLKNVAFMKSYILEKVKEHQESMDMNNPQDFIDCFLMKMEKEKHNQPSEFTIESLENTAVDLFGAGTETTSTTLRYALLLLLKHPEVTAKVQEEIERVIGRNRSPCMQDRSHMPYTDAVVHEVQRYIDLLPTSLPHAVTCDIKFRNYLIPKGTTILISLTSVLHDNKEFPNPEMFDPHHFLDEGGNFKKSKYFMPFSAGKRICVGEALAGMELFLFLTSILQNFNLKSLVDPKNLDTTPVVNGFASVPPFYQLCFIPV
DAT uptake mod: modulates human dopamine transporter uptake under cocaine; LLC-PK1 hDAT cells, [14C]-dopamine uptake with cocaine IC80; actives deviate in either direction; B-score at 10 µM; 110,000 compounds, 1.3% hits; AID 449768;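 active means Z score or B-score, a plate-position-corrected score, falls beyond the plate's 99.7% confidence bounds, in either direction; inactive means both scores lie inside the 99.7% bounds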;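 further: scored against the spread of the other compound wells on the same plate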
Calb biofilm kill: kills Candida albicans biofilms; AID 834; 85,000 compounds, 0.14% hits; C. albicans biofilm + clotrimazole, Alamar Blue; inhibition, % at 6 µM;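 active means inhibition above 20%; inactive means inhibition below 20%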;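 further: preformed 24 hr biofilms exposed to compound for 48 hr; 0% = biofilm without compound and 100% = blank killed by clotrimazole plus chlorhexidine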
CYP2C9 act: increases human cytochrome P450 2C9 activity | 96,000 compounds, 1.4% hits | activation factor at 5 µM | P11712 | AID 1024 | recombinant CYP2C9, luciferin-H conversion, luminescence; active compounds read high; factor 1 = untreated enzyme, 0 = blocked;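 active means activation factor of 2 or more for CYP2C9 at a 5 µM dose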;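 further: 0 = sulfaphenazole-blocked wells and 1 = vehicle-only wells; values of inactives mirror those of a sister screen read the other way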
Active calls of the source: *; . = no result given; & = joins results of further samples.

SMILES | CYP2C19 inhib | HUVEC tox IL1B | HUVEC tox TNFa | CYP2C19 act | VCAM1 TNFa inh | CYP2C9 inh | DAT uptake mod | Calb biofilm kill | CYP2C9 act
COc1ccc(C(C)=O)cc1CN1CCCCC1 | . | -6 | -39 | . | 5 | . | -0.73 | 3 | .
C/C(N)=C(/C#N)C(=O)CSc1nnc(-c2ccc3c(c2)OCO3)o1 | 21 | 20 | -11 | 0.8 | 0 | -10 | 0.018 | . | 1.1
Cc1ccc(OC2=NS(=O)(=O)c3ccccc32)cc1 | -18 | -4 | -18 | 1.2 | 9 | 4 | 0.6 | 5 | 1
O=C(NCN1CCN(c2ccccc2F)CC1)c1cccnc1 | 34 | 17 | 2 | 0.7 | 8 | 2 | -0.22 | . | 1
Cc1cccc(C(=O)OCC(=O)Nc2ccc(N3CCCCC3)cc2)c1O | 4 | -94 | -42 | 1 | 16 | -1 | -0.045 | 5 | 1
CCCN(c1ccc(OCC)cc1)S(=O)(=O)c1ccc2c(c1)CCN2C(=O)CCC(=O)O | 7 | -25 | -36 | 0.9 | -3 | 16 | -0.41 | -5 | 0.8
Cc1ccc2[nH]c3c(=O)n(CCc4cnc[nH]4)cnc3c2c1 | 99* | -12 | -12 | 0 | -2 | 97* | -0.23 | 3 | 0
Cc1cnc(C(=O)Nc2ccccc2F)cn1 | 13 | -1 | -4 | 0.9 | 4 | -13 | 0.16 | 14 | 1.1
CCOC(=O)c1c(C)n(C)c2ccc(OCC(O)Cn3nc(C)cc3C)cc12 (stereo unspecified) | 78* | -55 | -9 | 0.2 | 4 | 74* | -0.3 | 10 | 0.3
CCOC(=O)C(NC(C)=O)(N1CCOCC1)C(F)(F)F (stereo unspecified) | 4 | -3 | -28 | 1 | 9 | -4 | 1.8* | 0 | 1
CC(Oc1ccc(Cl)cc1Cl)C(=O)NC1=NN(c2ccccc2)C(=O)C1 (stereo unspecified) | 32 | -9 | 5 | 0.7 | 8 | 53* | 0.96 | . | 0.5
CCOC(=O)Cc1nnc(NC(=O)c2ncn[nH]2)s1 | 1 | -16 | -8 | 1 | 10 | -3 | -1.1 | -1 | 1
O=C(Nc1ccc2c(c1)OCCO2)C1CCCN(S(=O)(=O)c2cccs2)C1 (stereo unspecified) | 42 | 2 | -42 | 0.6 | 4 | 47 | -0.28 | 2 | 0.5
O=C1c2ccccc2NC2(CCCC2)N1O | 8 | 0 | . | 0.9 | -6 | 5 | -0.38 | 6 | 0.9
O=C(COc1ccc(Cl)cc1)NCc1nnc(SCC(=O)N2CCCc3ccccc32)o1 | -3 | 5 | -22 | 1 | 3 | 18 | 0.0091 | 4 | 0.8
CC(=O)C1(O)C(C)CC2C3CCC4CC(O)CCC4(C)C3=CCC21C (stereo unspecified) | 10 | 11 | -3 | 0.9 | -16 | 22 | -0.18 | 0 | 0.8
CCCCn1c(CNC(=O)C(C)(C)C)nc2ccccc21 | . | 28 | 73 | . | 6 | . | 0.21 | 5 | .
COc1cc(OC)cc(C(=O)N2CCN(C(=O)c3ccc(OC)c(OC)c3)CC2)c1 | . | -18 | -27 | . | 1 | . | -0.62 | 0 | .
Cc1onc(-c2c(F)cccc2Cl)c1C(=O)OCC(=O)NCc1ccco1 | 46 | 31 | -4 | 0.5 | 24 | 40 | 0.054 | 14 | 0.6
COc1ccccc1NCCC(=O)OCC(=O)NCc1ccco1 | 23 | -7 | 19 | 0.8 | 2 | -10 | -0.68 | 7 | 1.1
CC(=O)NS(=O)(=O)c1ccc(NC(=O)c2ccc(Br)o2)cc1 | -2 | -13 | -6 | 1 | -22 | -11 | -8.4* | 2 | 1.1
Cc1cccc(NC(=O)CN(C)S(=O)(=O)c2ccc(Cl)cc2)n1 | 33 | . | . | 0.7 | . | -25 | 0.85 | 12 | 1.3
Cc1cc(=O)oc2cc(OC(C)C)ccc12 | 7 | . | . | 0.9 | . | 4 | -0.36 | 7 | 1
O=C(CN1CCOCC1)Nc1ccc(NC(=O)CN2CCOCC2)c(Cl)c1 | -2 | . | . | 1 | . | -2 | 0.42 | 2 | 1
NC(=O)CN1N=C(c2cc(Cl)sc2Cl)CSC1=O | . | 23 | -8 | . | -5 | . | -2.3 | 9 | .
N#Cc1c(SCC(N)=O)nc2c(c1-c1ccc(O)cc1)CCCC2 | -7 | -39 | -25 | 1.1 | -19 | -32 | -0.11 | -1 | 1.3
Cc1cc(NC(=O)COC(=O)CCCOc2ccc(Cl)cc2C)no1 | 4 | 34 | -4 | 1 | 7 | 10 | 0.041 | 3 | 0.9
COCCn1c(SCC(=O)c2ccc(F)cc2)nnc1C(C)C | 76* | . | . | 0.2 | . | 79* | -1.4 | 0 | 0.2
CC(C)OC(=O)CC(=O)CSc1nc2c(cc1C#N)CCCCC2 | 73* | -3 | -14 | 0.3 | 3 | 87* | -0.56 | 3 | 0.1
CCN(CC)C(=O)C1CCCN(C/C(C)=C/c2ccccc2)C1 (stereo unspecified) | 10 | 10 | -6 | 0.9 | 10 | 5 | 0.13 | 3 | 0.9
Cc1ccc(Nc2nc(N)nc(CC#N)n2)cc1 | 2 | -96 | -7 | 1 | 13 | 15 | -0.58 | 5 | 0.8
Cc1ccc(C)c(-n2c(SCC(=O)NCC3CCCO3)nnc2-c2ccoc2C)c1 (stereo unspecified) | -3 | 9 | -34 | 1 | 0 | 20 | 1 | 4 | 0.8
CCOC(=O)Cn1c(S(=O)(=O)Cc2cccc(F)c2)nc(-c2ccccc2)c1-c1ccccc1 | 14 | -44 | -21 | 0.9 | 12 | 30 | 0.37 | . | 0.7
COc1ccc(CCN2CNc3c(c(=O)n(C)c(=O)n3C)C2)cc1 | 24 | . | . | 0.8 | . | 14 | 1.8 | 6 | 0.9
Cc1ccc(C(C(=O)NCc2ccco2)N(Cc2ccco2)C(=O)CNC(=O)c2ccco2)cc1 (stereo unspecified) | 57* | 2 | -47 | 0.4 | -1 | 36 | 0.038 | 10 | 0.6
O=C(O)COc1ccc(=O)n(-c2ccccc2)n1 | 4 | -57 | -18 | 1 | -1 | -2 | 0.038 | 15 | 1
Cn1c(-c2sc(=S)n(-c3ccccc3)c2N)nc2ccccc21 | -9 | -19 | -13 | 1.1 | 13 | -7 | -0.43 | 4 | 1.1
Cn1ncc(N=Cc2ccccc2O)c1C(=O)N1CCOCC1 | -19 | -36 | -3 | 1.2 | 0 | 1 | . | 4 | 1
Cc1ccc(OCCCC(=O)Nc2nccs2)cc1 | 54* | -15 | -7 | 0.5 | 3 | 55* | -0.49 | 4 | 0.5
Cc1ccc(CSc2nc3ccccc3c(=O)n2CCCC(=O)NCc2ccco2)cc1 | 74* | -1 | -14 | 0.3 | 5 | 98* | 0.61 | 6 | 0
Nc1nc(NC(=O)c2ccco2)nn1-c1ccccc1 | -7 | . | . | 1.1 | . | -16 | -0.64 | 6 | 1.2
COc1ccc(-c2cnn3c(N)c(S(=O)(=O)C(C)(C)C)cnc23)cc1 | 38 | 14 | -12 | 0.6 | 6 | 6 | 0.18 | . | 0.9
CCC1(C)CC(CCNS(=O)(=O)c2ccc(C)cc2)(c2ccc(C)cc2)CCO1 (stereo unspecified) | 69* | -12 | -9 | 0.3 | 6 | 53* | 2.5 | . | 0.5
COc1ccc(OCC(=O)N2CC3(C)CC2CC(C)(C)C3)cc1 (stereo unspecified) | 16 | -10 | -22 | 0.8 | 16 | 0 | 1.2 | 5 | 1
COc1ccc(C(=O)Nc2ccc(OCc3ccccc3)cc2)cc1[N+](=O)[O-] | -7 | . | 2 | 1.1 | -3 | -15 | 0.39 | . | 1.2
Cc1cc(Cl)c(S(=O)(=O)NCC2CCCO2)cc1OCC(=O)NC1CCCCC1 (stereo unspecified) | 22 | 4 | -26 | 0.8 | -7 | 20 | -1.2 | 0 | 0.8
CC(C)(C)SCCNS(=O)(=O)c1ccccc1 | -3 | -7 | 4 | 1 | -6 | 9 | 0.88 | 7 | 0.9
O=C(Nc1nnc(CCN2CCOCC2)s1)C1CCCCC1 | -1 | -11 | -5 | 1 | -11 | 0 | 0.21 | 4 | 1
CCOC(=O)C1CCCN(C(=O)CCCn2nc(C)n3c(cc4sccc43)c2=O)C1 (stereo unspecified) | 32 | -1 | -25 | 0.7 | 19 | 46 | 1.4&0.68 | 2 | 0.5
COC(=O)Cn1c(CCC(=O)O)ccc1-c1ccccc1 | 27 | -65 | -25 | 0.7 | 12 | -6 | 0.18 | 31* | 1.1
Additional structures.
SMILES | CYP2C19 inhib | HUVEC tox IL1B | HUVEC tox TNFa | CYP2C19 act | VCAM1 TNFa inh | CYP2C9 inh | DAT uptake mod | Calb biofilm kill | CYP2C9 act
COc1cc2[nH]c(=O)n(Cc3ccc(C(=O)NCC4CCCO4)cc3)c(=O)c2cc1OC (stereo unspecified) | 5 | -12 | -22 | 0.9 | 9 | 18 | . | -6 | 0.8
COCCn1nnnc1C(c1ccccn1)N1CCN(c2cc(Cl)ccc2C)CC1 (stereo unspecified) | 42 | -19 | -24 | 0.6 | 11 | 41 | 0.98 | 13 | 0.6
CC(C)C(=O)Nc1ccc(NC(=S)NC(=O)c2ccc([N+](=O)[O-])cc2)cc1 | 8 | 1 | -45 | 0.9 | -12 | 32 | 0.0048 | . | 0.7
Cc1ccc(SCc2c(-c3ccccc3)nn(C)c2Cl)cc1 | 43 | . | -14 | 0.6 | -4 | 14 | -0.021 | 6 | 0.9
O=c1nc(N2CCCCC2)nc2n1CCO2 | 4 | -9 | 3 | 1 | 25 | -5 | -0.17 | 3 | 1.1
Cc1ccc(C(=O)/C=C/c2ccc(Br)cc2)o1 | 13 | 2 | -7 | 0.9 | -11 | 8 | -0.0043 | . | 0.9
OCC1OC(n2nnc3ccccc32)C(O)C(O)C1O (stereo unspecified) | -14 | 8 | -27 | 1.1 | 16 | -19 | -1.3 | 6 | 1.2
Cc1cc(NC(=O)c2c(Cl)c(C)nn2C)no1 | 1 | -10 | -10 | 1 | 18 | 5 | -1 | . | 0.9
O=[N+]([O-])c1ccc(Cl)c(/C=N/n2c(C3CCCCC3)n[nH]c2=S)c1 | 3 | 1 | -10 | 1 | 50 | 3 | -1.5 | . | 1
Cc1ccc(/C=N/NC(=O)c2csc(C)c2)o1 | . | -7 | -18 | . | 15 | . | -0.029 | 0 | .
CCc1cccc(NC(=O)CCS(=O)(=O)c2cccc3nonc23)c1 | 12 | . | . | 0.9 | . | 29 | 0.35 | 5 | 0.7
Cc1ccc(C)c(NC(=O)CN(C)S(=O)(=O)c2ccccc2)c1 | 38 | -14 | -10 | 0.6 | -3 | -38 | -0.72 | -3 | 1.4
COC(=O)CN(c1ccc2c(c1)OCCO2)S(=O)(=O)c1ccccc1 | 84* | -20 | 7 | 0.2 | 10 | 64* | -0.18 | 4 | 0.4
CCOC(=O)c1cc(-c2ccccc2)nn1-c1ccccn1 | 30 | 10 | 1 | 0.7 | 17 | 10 | -0.92 | . | 0.9
CCS(=O)(=O)N1CCN(c2ccccn2)CC1 | 24 | -7 | 3 | 0.8 | -18 | 20 | -1.3 | 5 | 0.8
O=C(NCc1ccco1)c1ccc2c(=O)n(CC3CCCO3)c(=S)[nH]c2c1 (stereo unspecified) | . | -18 | -3 | . | -20 | . | 0.93 | 6 | .

2 compounds from above, showing only CYP2C19 act.
SMILES,CYP2C19 act
COC(=O)CN(c1ccc2c(c1)OCCO2)S(=O)(=O)c1ccccc1,0.2
Cc1ccc(C)c(NC(=O)CN(C)S(=O)(=O)c2ccccc2)c1,0.6
